High-throughput results from PubChem.
USP1-UAF1 inh = USP1/UAF1 (human) deubiquitinase inhibition; recombinant USP1/UAF1, Ub-Rhodamine cleavage fluorescence; hit rate 0.23% among 390,000; AID 743255; Potency, µM (highest dose often 57.1 µM), without a hit: at the highest dose activity change, negative = inhibition, usual class: inhibitors; also: potency is read from the fitted curve at half-maximal effect; % is scaled to controls: 0 for no effect and ±100 for the full control effect; nearly all actives have a fitted effect of over 60% in size; inactives centre near -12
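High-throughput fluorogenic screen: 1nM USP1/UAF1 complex, Ub-Rho substrate 150nM final, 50mM HEPES pH 7.8 with 0.5mM EDTA, 0.1 mg/ml BSA, 1mM TCEP and 0.01% Tween-20.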
RGS4 inhibitor = inhibitors of human regulator of G protein signaling 4 | P49798 | Transcreener GDP fluorescence polarization, RGS4-accelerated GTP hydrolysis | hit rate 0.039% among 390,000 | AID 504845 | Potency, µM (titrated, usually from 114 µM), for inactives: top-dose activity change, negative = inhibition, usual class: inhibitors; also: potency is read from the fitted curve at half-maximal effect; % is scaled to controls: 0 for no effect and ±100 for the full control effect; nearly all actives have a fitted effect of over 75% in size; some results filed as inactive show a strong effect at the top dose
Target sequence (P49798 whole entry, looked up): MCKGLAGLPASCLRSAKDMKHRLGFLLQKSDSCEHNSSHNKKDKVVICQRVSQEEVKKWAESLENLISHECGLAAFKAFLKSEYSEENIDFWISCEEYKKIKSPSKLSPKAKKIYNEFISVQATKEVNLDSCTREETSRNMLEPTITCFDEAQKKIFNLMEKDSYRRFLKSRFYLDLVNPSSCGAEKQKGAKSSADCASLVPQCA
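MLSMR compounds (23 nl, pin-transferred) preincubated 10 min at room temperature with a 500nM (2x) first reagent, then RGS4 at 900nM (2x) plus Transcreener GDP mix added; fluorescence polarization (620/688 nm) read before and after 90 min at 30 °C.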
LDHA block = LDHA (human) enzyme inhibition; P00338; purified LDHA, NADH/diaphorase-resazurin fluorescence; stronger effect = lower value; activity change, % (values are at about 110 or 230 µM); hit rate 0.15% among 480,000; AID 1347041; in the data active = activity change below about -30%; inconclusive = mostly about -25% to -30%;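 also: plate controls were DMSO wells for no effect and wells without enzyme for full effect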
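Enzyme activity of human lactate dehydrogenase 5 (2 nM; 0.06 mM NADH, 0.2 mM pyruvate, 5 min, RT) is measured via a resazurin/diaphorase fluorescence readout of residual NADH.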
Vif-A3G inh = blocks the Vif interaction with human APOBEC3G | Q9HC16 | HeLa A3G-eYFP + Vif (tagged APOBEC3G with the HIV-1 protein that degrades it), YFP fluorescence, overnight | Potency, µM (top dose mostly 46.1 µM), for the others: at the top dose activity, negative = active, most hits filed as inhibitors | hit rate 0.076% among 410,000;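 also: potency is read from the fitted curve at half-maximal effect; % is scaled to controls: 0 for no effect and ±100 for the full control effect; nearly all actives have a fitted effect of over 60% in size; hits raise eYFP signal because A3G escapes Vif-driven loss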
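Read-out is eYFP fluorescence (Ex 488/Em 500-530) from Vif-expressing HeLa A3G-eYFP cells; more signal means A3G escaped Vif-mediated degradation. Cells plated overnight, compound pinned in, incubated overnight at 37 deg C.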
mIDH1 inhibitor = blocks human mutant IDH1 R132H enzyme. O75874. IDH1-R132H enzyme, NADPH consumption, diaphorase/resazurin fluorescence. Potency, µM (series often up to 76.6 µM), inactives show at the top dose activity change, negative = inhibition, actives largely listed as inhibitors. hit rate 0.093% among 390,000. AID 602179; also: potency is read from the fitted curve at half-maximal effect; % is scaled to controls: 0 for no effect and ±100 for the full control effect; nearly all actives have a fitted effect of over 65% in size
Target sequence (O75874 whole entry R132H, stated change not applied): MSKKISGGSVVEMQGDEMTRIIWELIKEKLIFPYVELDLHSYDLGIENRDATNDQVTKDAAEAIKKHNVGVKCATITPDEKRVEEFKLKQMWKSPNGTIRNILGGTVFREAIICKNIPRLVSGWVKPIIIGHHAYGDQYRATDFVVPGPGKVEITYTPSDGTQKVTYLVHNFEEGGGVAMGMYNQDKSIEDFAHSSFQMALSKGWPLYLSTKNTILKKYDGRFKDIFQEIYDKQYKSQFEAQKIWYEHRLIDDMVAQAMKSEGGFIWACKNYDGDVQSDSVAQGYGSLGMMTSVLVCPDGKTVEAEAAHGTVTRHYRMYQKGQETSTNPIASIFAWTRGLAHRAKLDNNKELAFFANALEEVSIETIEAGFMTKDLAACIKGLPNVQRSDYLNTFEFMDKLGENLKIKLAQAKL
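IDH1-R132H (0.5 ug/mL) preincubated 30 min with compound, then NADPH (0.016 mM) and alpha-KG (2 mM) added; 80 min at RT, pH 7.5. Remaining NADPH coupled via diaphorase/resazurin to fluorescence (540/590 nm); concentration-response curves normalized to no-enzyme control.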
GRP78 ERSR act = induces the endoplasmic reticulum stress response in human glioma cells; U87-MG GRP78 promoter luciferase reporter, 16 h; Potency, µM, for the others: top-dose activation, hits mostly activators; hit rate 0.02% among 420,000; also: potency is read from the fitted curve at half-maximal effect; series mostly up to about 76 µM; % of control where 0% means no effect; nearly all actives have a fitted effect of over 35% in size
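Stably transfected U87-MG human glioma cells carrying a GRP78-based luminescent sensor were seeded at 1000 cells/well, pin-dosed with compounds and incubated 16 h. Luciferase reagent was then added, and end-point luminescence was read after 10 min at room temperature.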
TrxR1 substrate = is turned over as a substrate by rat TrxR1. purified TrxR1 substrate turnover, NADPH consumption readout. Potency, µM (highest dose often 114 µM), for inactives: top-dose activity change, negative = substrate turnover. O89049. hit rate 0.01% among 390,000; also: potency is read from the fitted curve at half-maximal effect; % is scaled to controls: 0 for no effect and ±100 for the full control effect; nearly all actives have a fitted effect of over 50% in size
Target sequence (O89049 whole entry, looked up): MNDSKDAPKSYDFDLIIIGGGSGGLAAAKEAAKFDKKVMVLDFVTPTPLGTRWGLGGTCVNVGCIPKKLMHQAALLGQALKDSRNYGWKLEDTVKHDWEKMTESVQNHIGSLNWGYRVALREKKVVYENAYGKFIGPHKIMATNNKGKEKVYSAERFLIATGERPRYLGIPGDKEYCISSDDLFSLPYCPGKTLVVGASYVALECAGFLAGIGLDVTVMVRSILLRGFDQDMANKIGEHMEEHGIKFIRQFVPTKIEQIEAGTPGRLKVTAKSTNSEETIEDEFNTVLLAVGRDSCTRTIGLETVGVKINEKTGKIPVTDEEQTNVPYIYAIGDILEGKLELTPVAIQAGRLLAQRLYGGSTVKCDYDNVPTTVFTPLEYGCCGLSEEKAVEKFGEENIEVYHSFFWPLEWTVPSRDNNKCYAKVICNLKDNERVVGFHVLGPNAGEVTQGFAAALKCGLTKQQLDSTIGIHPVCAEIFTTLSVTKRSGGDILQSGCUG
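Rat TrxR1, dispensed at 90 nM, was prereduced with 400 uM NADPH (final) for 5 min at ~22 deg C, then incubated with compound 15 min before 400 uM selenite. A first-read NADPH fluorescence drop versus no-compound background flagged substrates.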
rTrxR1 inhibitor = inhibitors of rat thioredoxin reductase 1; hit rate 1% among 390,000; AID 588453; Potency, µM (series often up to 114 µM), for inactives: top-dose activity change, negative = inhibition, hits mostly inhibitors; recombinant rTrxR1, NADPH fluorescence consumption, selenite substrate; also: potency is read from the fitted curve at half-maximal effect; % is scaled to controls: 0 for no effect and ±100 for the full control effect; nearly all actives have a fitted effect of over 65% in size
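Rat TrxR1 (90 nM in the dispensed reagent) was pre-reduced with 400 uM NADPH for 5 min at room temperature, then incubated with compound for 15 min. After 400 uM selenite was added, NADPH fluorescence (Ex 340/Em 450 nm) was followed for 8 min.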
Vif-A3F inh = inhibitors of Vif-A3F interaction; HeLa A3F-eYFP + Vif (tagged APOBEC3F with the HIV-1 protein that degrades it), YFP fluorescence increase; Potency, µM (doses to about 46.1 µM), for inactives: at the top dose activity, negative = active; hit rate 0.2% among 390,000; AID 602313; also: potency is read from the fitted curve at half-maximal effect; % of control where 0% means no effect; nearly all actives have a fitted effect of over 65% in size
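HeLa cells stably expressing Vif plus C-terminally eYFP-tagged A3F were seeded, incubated overnight at 37 deg C, dosed with compound, incubated overnight again at 37 deg C. Yellow fluorescence (Ex 488/Em 500-530) reported blocked Vif-mediated A3F-eYFP degradation.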
Active calls of the source: *; ? = inconclusive; nt = no result given; [ ] = another dose, or the depositor's remark. Unless noted, calls follow the shape of the dose curve; as a rule, active = well fitted curve in the direction sought with a large enough effect; inconclusive = small, poorly fitted or top-dose-only effect, or another doubt; inactive = no such curve, though single readings can be large; an effect the other way counts as inactive or inconclusive. An excerpt; count on the stated rates, not on these rows.

SMILES | USP1-UAF1 inh | RGS4 inhibitor | LDHA block | Vif-A3G inh | mIDH1 inhibitor | GRP78 ERSR act | TrxR1 substrate | rTrxR1 inhibitor | Vif-A3F inh
COc1ccc(Cl)cc1NC(=O)CCS(=O)(=O)c1cc2c(cc1C)NC(=O)CO2 | -1% | -8% | -1 | -7% | 11% | -3% | 3%[57.1 µM] | -1%[57.1 µM] | 0%
Cc1cc(NC(=O)CCC(=O)N(CC(=O)NC2CCCC2)c2cccc(F)c2)no1 | -17% | -8% | -4 | -5% | 2% | -3% | 1%[57.1 µM] | -4%[57.1 µM] | -9%
Cc1ccc(S(=O)(=O)NN=C2CCc3ccccc32)cc1 | -20% | nt | 3 | -3% | -8% | 1% | nt | nt | -10%
COc1ccc(CCN2C(=O)c3[nH]nc(-c4ccccc4O)c3C2c2cccc(O)c2)cc1OC (stereo not given) | -14% | -16% | 5 | 0% | -14% | -4% | -1%[57.1 µM] | 4%[57.1 µM] | 3%
Cc1ccc(Cn2ccc(O)c(Cc3ccccc3)c2=O)cc1 | -25% | -11% | 2 | -3% | -3% | 0% | 0% | 6% | -2%
Cc1cc(C)n(-c2nc3c(c(=O)[nH]c(=O)n3C)n2CC(O)COc2ccc(Cl)cc2Cl)n1 (stereo not given) | -7% | 22% | 3 | ? | -1% | -6% | -9% | -13% | -3%
COc1ccc([C@@H]2CC=C(C(=O)O)[C@H](c3ccc(Br)cc3)N2S(=O)(=O)c2ccccc2C)cc1 | -24% | -2% | -3 | -4% | 1% | 0% | 0% | 3% | -3%
COc1ccc(-c2csc(N3CCN(c4cc(C)nc5ccccc45)CC3)n2)cc1OC | -12% | -7% | -7 | -26% | 8% | -10% | 6%[57.1 µM] | 9% | 1%
N#Cc1c2n(c(=O)[nH]c1=O)CCCCC2 | 2% | -29% | -5 | 2% | -1% | -2% | -21% | 8%[57.1 µM] | -10%
Cc1ccc2nc(NC(=O)[C@H](C)N3C(=O)C4CC=CCC4C3=O)sc2c1 (stereo not given in full) | -20% | -36% | -2 | 4% | 1% | 0% | 6% | 20% | 6%
Cc1ccc(Cn2c(SCc3ccc(C(=O)O)cc3)nc3cccnc32)cc1 | -15% | 14% | -4 | -4% | -13% | -1% | 11% | -4% | 12%
COc1ccc(N(CC(=O)NC2CC3CCC2C3)S(=O)(=O)c2ccc(C)cc2)cc1 (stereo not given) | -10% | 14% | -7 | -4% | 7% | -3% | -14% | -9% | -10%
O=C(Nc1nc(-c2ccccn2)cs1)c1ccc(Br)s1 | -20% | 2% | -8 | 4% | 3% | ? | 23% | 42%[activator] | -6%
O=C(/C=C/c1ccc(Br)o1)NC(c1ccccc1)c1ccccc1 | -18% | ? | 0 | 2% | 7% | -2% | 16% | 20µM* | 1%
S=C(NCCCNC(=S)Nc1ccccc1)Nc1ccccc1 | -18% | -52% | -2 | -2% | 6% | -2% | -1% | -26% | 6%
O=C1C=C(c2cccc3c2oc2ccccc23)CCC1 | -4% | -7% | 0 | -7% | 1% | 6% | -12% | 23%[57.1 µM] | 12%
O=c1c2ccccc2[nH]c(=S)n1CCCN1CCC(Cc2ccccc2)CC1 | -20% | -26% | -6 | 4% | -4% | -6% | -1% | 6% | -8%
CCCCCC(=O)N1CC2(CC(c3cccc(NC(=O)CC)c3)=NO2)C[C@H]1C(N)=O (stereo not given in full) | -3% | -2% | -1 | 5% | -2%[38.3 µM] | -2% | -1% | -1% | -1%
O=[N+]([O-])c1cc(-c2ccc(/C=N/n3cnnc3)o2)ccc1Cl | -16% | 1% | -2 | 9% | 16% | -3% | 1% | -2% | -32%
O=[n+]1cc(-c2ccccc2)n([O-])c2c1CCC2 | -8% | 9%[11.4 µM] | -7 | 0% | 0% | -3% | 3%[57.1 µM] | 1%[57.1 µM] | 5%

A second format for two compounds above:
| smiles | USP1-UAF1 inh | RGS4 inhibitor | LDHA block | Vif-A3G inh | mIDH1 inhibitor | GRP78 ERSR act | TrxR1 substrate | rTrxR1 inhibitor | Vif-A3F inh |
| --- | --- | --- | --- | --- | --- | --- | --- | --- | --- |
| COc1ccc([C@@H]2CC=C(C(=O)O)[C@H](c3ccc(Br)cc3)N2S(=O)(=O)c2ccccc2C)cc1 | -24% | -2% | -3 | -4% | 1% | 0% | 0% | 3% | -3% |
| COc1ccc(-c2csc(N3CCN(c4cc(C)nc5ccccc45)CC3)n2)cc1OC | -12% | -7% | -7 | -26% | 8% | -10% | 6%[57.1 µM] | 9% | 1% |

(next part)
SMILES | USP1-UAF1 inh | RGS4 inhibitor | LDHA block | Vif-A3G inh | mIDH1 inhibitor | GRP78 ERSR act | TrxR1 substrate | rTrxR1 inhibitor | Vif-A3F inh
O=C(Nc1nccs1)c1cc(Cl)ccc1[N+](=O)[O-] | -4% | 6% | -3 | 0% | 3% | -1% | -13% | -13% | -20%
COc1ccc(Cl)cc1NC(=O)Nc1ccc(Br)cn1 | -17% | 6% | -1 | 0% | 6% | -5% | 5%[57.1 µM] | 7%[57.1 µM] | 0%
O=C(COc1ccccc1)Nc1nc(-c2cccnc2)cs1 | -25% | -5% | -6 | -2% | 1% | 10% | 0% | 7% | -5%
N#C[C@H]1C(O)C(O)c2ccccc2N1C(=O)c1ccccc1 (stereo not given in full) | -1% | -23% | -3 | -1% | -5% | -3% | 6% | 6% | -11%
CC(CCc1ccccc1)NC(=O)c1ccc(Cl)nc1 (stereo not given) | -7% | -26% | 0 | 1% | 8% | -3% | -1% | 2% | -1%
CCOc1ccc(/C=N/NC(=O)C(=O)NCc2ccco2)cc1 | -16% | 2% | -12 | 0% | 4% | 0% | -9% | -5% | -5%
Cc1ccc(NC(=O)c2ccc3c(=O)n4c(nc3c2)CCCCC4)nc1 | -3% | -2% | -12 | 0% | 1% | 2% | -7% | -2% | -4%
O=C(NCCN1C(=O)S/C(=C\c2ccc(Cl)c(Cl)c2)C1=O)c1ccc2c(c1)C(=O)N(Cc1ccncc1)C2=O | -8% | ? | -13 | -18% | -1% | 2% | 5% | 11% | 5%
COc1cccc(O)c1CN1CCC(C(=O)Nc2ccc(Oc3cccnc3)cc2)CC1 | -16% | -44% | 2 | 0% | 9% | -4% | 5% | 19% | -5%
CCOc1ccccc1CNC(=O)C(CC)n1nc(C)c2c(C)n(-c3ccccc3)nc2c1=O (stereo not given) | -17% | 8% | -13 | -2% | -8% | -3% | 7% | 31% | 0%
CCOCC(=O)Nc1c(C(=O)OCC)oc2ccccc12 | 0% | -24% | -3 | 2% | 8% | -5% | 7% | 22% | -3%
O=C(NC1CCN(C(=O)N2CCOCC2)CC1)c1ccccc1 | -21% | -8% | -8 | 0% | 6% | -4% | 5% | 14% | 4%
COC(=O)C1=C(C)N(CCc2ccc(OC)c(OC)c2)C(=O)/C1=C\N(C)C | -11% | ? | 8 | 0% | -1% | -3% | 4% | 10µM* | nt
Cc1nn(C(=O)c2cccc(F)c2)c(C)c1S(=O)(=O)N1CCOCC1 | -15% | -8% | -1 | -5% | 1% | -2% | 9%[57.1 µM] | ? | -3%
O=C(COC(=O)c1cccnc1Cl)NC1CCCc2ccccc21 (stereo not given) | -22% | 13% | -1 | 3% | -5% | -4% | 1% | 25% | -15%

Some of the entries so far, with two lines to a compound:
The line under a structure holds: USP1-UAF1 inh, RGS4 inhibitor, LDHA block, Vif-A3G inh, mIDH1 inhibitor, GRP78 ERSR act, TrxR1 substrate, rTrxR1 inhibitor, Vif-A3F inh
Cc1ccc(Cn2c(SCc3ccc(C(=O)O)cc3)nc3cccnc32)cc1
 : -15%, 14%, -4, -4%, -13%, -1%, 11%, -4%, 12%
COc1ccc(N(CC(=O)NC2CC3CCC2C3)S(=O)(=O)c2ccc(C)cc2)cc1 (stereo not given)
 : -10%, 14%, -7, -4%, 7%, -3%, -14%, -9%, -10%
O=C(Nc1nc(-c2ccccn2)cs1)c1ccc(Br)s1
 : -20%, 2%, -8, 4%, 3%, ?, 23%, 42%[activator], -6%
O=C(/C=C/c1ccc(Br)o1)NC(c1ccccc1)c1ccccc1
 : -18%, ?, 0, 2%, 7%, -2%, 16%, 20µM*, 1%
S=C(NCCCNC(=S)Nc1ccccc1)Nc1ccccc1
 : -18%, -52%, -2, -2%, 6%, -2%, -1%, -26%, 6%
O=C1C=C(c2cccc3c2oc2ccccc23)CCC1
 : -4%, -7%, 0, -7%, 1%, 6%, -12%, 23%[57.1 µM], 12%
O=c1c2ccccc2[nH]c(=S)n1CCCN1CCC(Cc2ccccc2)CC1
 : -20%, -26%, -6, 4%, -4%, -6%, -1%, 6%, -8%
CCCCCC(=O)N1CC2(CC(c3cccc(NC(=O)CC)c3)=NO2)C[C@H]1C(N)=O (stereo not given in full)
 : -3%, -2%, -1, 5%, -2%[38.3 µM], -2%, -1%, -1%, -1%
O=[N+]([O-])c1cc(-c2ccc(/C=N/n3cnnc3)o2)ccc1Cl
 : -16%, 1%, -2, 9%, 16%, -3%, 1%, -2%, -32%
O=[n+]1cc(-c2ccccc2)n([O-])c2c1CCC2
 : -8%, 9%[11.4 µM], -7, 0%, 0%, -3%, 3%[57.1 µM], 1%[57.1 µM], 5%
